Compound activity from PubChem.
Giardia FBPA inh = inhibitors of Giardia lamblia fructose-1,6-bisphosphate aldolase | A8B2U2 | purified Giardia FBPA | Potency, µM (titrated, usually from 59.6 µM), for inactives: at the highest dose activity, negative = inhibition, hits mostly inhibitors | actives 0.71% (n = 290,000) | AID 2451; active means well fitted inhibition curve with a large enough effect; inconclusive means small, poorly fitted or top-dose-only effect, or effect the other way; further: nearly all actives have a fitted effect of over 55% in size
Target sequence (A8B2U2 whole entry, looked up): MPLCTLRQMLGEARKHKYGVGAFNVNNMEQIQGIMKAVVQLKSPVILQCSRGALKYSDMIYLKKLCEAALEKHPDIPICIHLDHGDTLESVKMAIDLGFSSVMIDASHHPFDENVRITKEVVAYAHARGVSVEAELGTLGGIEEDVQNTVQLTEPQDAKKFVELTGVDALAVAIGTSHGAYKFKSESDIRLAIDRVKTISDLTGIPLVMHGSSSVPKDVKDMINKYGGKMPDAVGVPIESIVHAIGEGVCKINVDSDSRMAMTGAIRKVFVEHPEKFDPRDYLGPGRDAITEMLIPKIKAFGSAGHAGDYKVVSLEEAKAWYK
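Giardia FBPA (40 nM reagent) was preincubated 10 min at RT with compound (up to 57.5 uM final), then substrate plus GAPDH/TPI/NAD/arsenate coupling system with diaphorase/resazurin was added; resorufin fluorescence (525/598 nm) was read after 20 min.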
Starred values were filed as active, the others as inactive; ? = inconclusive; & = joins results of further samples; [ ] = remark or other dose. On the % scale 0 is the no-effect control and ±100 the full control effect; potency means the concentration at half of the fitted maximal effect. These rows are one share of the data; the hit share may differ from the screen's.

SMILES	Giardia FBPA inh
CNc1ncnc2c1ncn2[C@H]1C[C@H](OP(=O)(O)O)[C@@H](COP(=O)(O)O)O1	2%
C=CCCCCCCCCCCC/C=C/C(O)COC(C)=O (stereo not drawn)	-4%
Cc1cnc(CNc2ncncc2-c2ccc3c(c2)OCO3)cn1	2%
C[C@@H]1C[C@](C)(C(=O)c2ccc3ccccc3c2)C=C1c1ccc2ccccc2c1	3%
CN1C(=O)C[C@H](C(=O)O)[C@@H]1c1cccnc1	1%
N#Cc1cccc(NC(=O)N2CCCC3(CCN(C(=O)c4ccncc4)CC3)C2)c1	-3%
NCCCNCCSP(=O)(O)O	2%
CCCC[C@@H]1C[C@H]1C(NC(=O)c1cccs1)c1ccc(C(F)(F)F)cc1 (stereo partly drawn)	-2%
Cc1cc(=O)c2c(O)c3c(O)cc(O)c4c5c(O)cc(O)c6c(O)c7c(=O)cc(C)c8c1c2c(c34)c(c65)c78	-28%
O=c1c(-c2cc(F)cc(F)c2)nc2cnc(N3CCOCC3)nc2n1CCc1ccccc1	6%
COc1cc(/C=C\C(=O)N2CCC=CC2=O)cc(OC)c1OC	3%[21.7 µM]
COc1ccccc1-c1cncnc1NCc1cnc(C)cn1	-17%
COC(=O)C1=C(C)N(Cc2ccccc2)[C@]23O[C@](C(=O)OC)(C(=O)N2C1c1ccccc1)C1C(=O)N(c2ccccc2)C(=O)C13 (stereo partly drawn)	-3%&-3%[12.9 µM]
COc1ccc2[nH]cc(CCNc3ncncc3-c3ccoc3)c2c1	-16%
O=c1cc(-c2ccccc2Cl)oc2c([N+](=O)[O-])ccc(O)c12	-1%[89.2 µM]
COC(=O)C1=C(C(=O)OC)[C@@H]2N(C)c3ccccc3[C@@]23C[C@@H](C(=O)OC)N(S(=O)(=O)c2ccc(C)cc2)C3=N1	5%[12.9 µM]
C[C@@](N)(C(=O)O)c1ccc(S(=O)(=O)O)cc1	-13%
CCCCCCCCCCCCC/C=C/[C@@H](O)[C@H](CO)NC(=O)CCCCCCCCCCCCCCC	-5%
CC#CCN1c2ccccc2[C@]23C[C@@H](C(=O)OC)N(S(=O)(=O)c4ccc5c(c4)OCCN5C)C2=NC(C(=O)OC)=C(C(=O)OC)[C@H]13	1%[12.9 µM]
CCC/C=C(\CCC)C(NS(=O)(=O)c1cccs1)c1ccc(C(=O)OC)cc1 (stereo not drawn)	-7%
c1cncc(CNc2ncncc2-c2ccc3c(c2)OCO3)c1	-8%
C[C@]12CCC3c4ccc(O)cc4CCC3[C@@H]1CCC2=O (stereo partly drawn)	1%[21.7 µM]
Cc1noc(C)c1-c1ccc2ncnc(NCc3ccc(C(F)(F)F)cc3)c2c1	-3%
COc1ccc2c(c1)C(=O)[C@H](OC(=O)Nc1ccc(C)c(Br)c1)[C@@H](c1ccc(OC)c(Br)c1)O2	1%
N#Cc1ccc(CN2CC3(CCN(C(=O)c4csnn4)CC3)C2)cc1	5%
COC(=O)N1CCC[C@@]2(CCN(C(=O)Nc3ccccc3)C2)C1	-1%
N#Cc1cccc(NC(=O)N2CC[C@@]3(CCCN(S(=O)(=O)c4ccccc4)C3)C2)c1	-3%
O=C1C=C[C@@H](O)[C@H]2[C@@H]3C(=O)N(Cc4ccccc4)C(=O)[C@@H]3CC[C@H]12	-2%[12.9 µM]
COc1ccc(CC2NC[C@H](O)[C@H]2OC(C)=O)cc1 (stereo partly drawn)	2%
N#CCCn1c(=O)c(-c2ccc(F)cc2)nc2cnc(N3CCNCC3)nc21	4%
COc1ccc(NC(=O)N2CC3(CCN(C(=O)c4cc(C(F)(F)F)cc(C(F)(F)F)c4)CC3)C2)cc1	0%
CCNc1ncc2nc(C)c(=O)n(C)c2n1	-5%
Cc1noc(C)c1C(=O)N1CCC2(CCCN(Cc3ccc(C#N)cc3)C2)CC1	-2%
CC(=O)N1CC[C@H]2CC(=O)CC[C@@]21C	2%[136 µM]
CC[C@H](C)N(C)C(=O)c1cc2ccccc2c(-c2ccccc2Cl)n1	8%
C[C@@H](C(=O)Nc1ccc2ccccc2c1)[C@@H]1C[C@@]1(C)[C@@H](NS(=O)(=O)c1ccc(-c2ccccc2)cc1)c1ccccc1	3%
O=S(=O)(c1cccc2c(Cl)cccc12)N1CCCNCC1	-5%&-13%&-5%
NC(C(=O)O)[C@@H]1CC(Cl)=NO1 (stereo partly drawn)	-20%
C=C1c2cccc(C(F)(F)F)c2O[C@H](C(=O)OCC)[C@@H]1CCCCCC	-2%[89.2 µM]
CC1(C)CCC(NC(=O)[C@@H](N)CCC(=O)O)CC1	-4%
CCC/C=C(\CCC)C(NC(=O)OCC(C)C)c1ccccc1 (stereo not drawn)	7%
COc1cccc(-c2cc(NCc3ccccc3OC)ncn2)c1	-8%
CC#CCOC(=O)C1=CCCN(C)C1	7%
NCc1ccccc1CC(=O)N[C@@H]1C(=O)N2C(C(=O)O)=C(CSc3nnnn3CC(=O)O)CS[C@@H]12	?
CCCCC[C@H](O)/C=C\[C@@H]1[C@H](O)CC(=O)[C@@H]1CCCCCCC(=O)O	1%[21.7 µM]
COc1ccc(-c2nc3cnc(N4CCNCC4)nc3n(C3CC3)c2=O)cc1	0%
N#C/C(=C\c1ccc(O)c(O)c1)C(=O)NCCCNC(=O)/C(C#N)=C/c1ccc(O)c(O)c1	-29%
CCCC(C)C1(CC)C(=O)NC(=O)NC1=O (stereo not drawn)	0%
COC(=O)NC(c1cccc(C)c1)C(C(C)=O)C(=O)OC (stereo not drawn)	2%[12.9 µM]
CCOC(=O)/C(C)=N/NC(C)=O	1%
COC(=O)C1=C(C(=O)OC)[C@@H]2N(C)c3ccc(OC)cc3[C@@]23C[C@@H](C(=O)OC)N(S(=O)(=O)c2cccs2)C3=N1	-2%[12.9 µM]
c1ccc(Nc2cc(-c3ccoc3)ncn2)cc1	-21%
COc1ccc(CNc2cc(-c3cccc(NS(C)(=O)=O)c3)ncn2)c(OC)c1	0%
CCN(CC)CCn1c(-c2ccccc2)nc2c(NCCO)nc(C)nc21	7%
CC(N)=O	2%
Cn1c(=O)c(-c2cc(F)cc(F)c2)nc2cnc(N3CCOCC3)nc21	1%
COc1ccc(-c2ccccc2C2NC(C(=O)O)CCC2C)cc1 (stereo not drawn)	1%[12.9 µM]
COc1cccc(-c2cc(NCCc3c[nH]c4ccc(OC)cc34)ncn2)c1	?
CN(C)C(=O)c1ccc(-c2cncnc2-n2ccnc2)cc1	-5%
O=C1Nc2ccc(Cl)cc2C(c2ccccc2)=NC1O (stereo not drawn)	-20%

By substructure, the entries above containing a carbonyl joined to an NH by a bond outside any ring.
SMILES	Giardia FBPA inh
N#Cc1cccc(NC(=O)N2CCCC3(CCN(C(=O)c4ccncc4)CC3)C2)c1	-3%
CCCC[C@@H]1C[C@H]1C(NC(=O)c1cccs1)c1ccc(C(F)(F)F)cc1 (stereo partly drawn)	-2%
CCCCCCCCCCCCC/C=C/[C@@H](O)[C@H](CO)NC(=O)CCCCCCCCCCCCCCC	-5%
COc1ccc2c(c1)C(=O)[C@H](OC(=O)Nc1ccc(C)c(Br)c1)[C@@H](c1ccc(OC)c(Br)c1)O2	1%
COC(=O)N1CCC[C@@]2(CCN(C(=O)Nc3ccccc3)C2)C1	-1%
N#Cc1cccc(NC(=O)N2CC[C@@]3(CCCN(S(=O)(=O)c4ccccc4)C3)C2)c1	-3%
COc1ccc(NC(=O)N2CC3(CCN(C(=O)c4cc(C(F)(F)F)cc(C(F)(F)F)c4)CC3)C2)cc1	0%
C[C@@H](C(=O)Nc1ccc2ccccc2c1)[C@@H]1C[C@@]1(C)[C@@H](NS(=O)(=O)c1ccc(-c2ccccc2)cc1)c1ccccc1	3%
CC1(C)CCC(NC(=O)[C@@H](N)CCC(=O)O)CC1	-4%
CCC/C=C(\CCC)C(NC(=O)OCC(C)C)c1ccccc1 (stereo not drawn)	7%
NCc1ccccc1CC(=O)N[C@@H]1C(=O)N2C(C(=O)O)=C(CSc3nnnn3CC(=O)O)CS[C@@H]12	?
N#C/C(=C\c1ccc(O)c(O)c1)C(=O)NCCCNC(=O)/C(C#N)=C/c1ccc(O)c(O)c1	-29%
COC(=O)NC(c1cccc(C)c1)C(C(C)=O)C(=O)OC (stereo not drawn)	2%[12.9 µM]
CCOC(=O)/C(C)=N/NC(C)=O	1%
CC(N)=O	2%

Next structures follow.
SMILES	Giardia FBPA inh
Cc1ccccc1-c1ccc2ncnc(N3CCN(C)CC3)c2c1	-1%
CC(C)C[C@H](NC(=O)[C@@H](N)Cc1ccccc1)C(=O)N[C@@H](Cc1ccccc1)C(=O)N[C@@H](CCC(N)=O)C(=O)N1CCC[C@H]1C(=O)N[C@@H](CCC(N)=O)C(=O)N[C@@H](CCCN=C(N)N)C(=O)N[C@@H](Cc1ccccc1)C(N)=O	4%
Cn1c(=O)c(-c2ccc(Cl)cc2)nc2cnc(OCc3ccccc3)nc21	10%
CCCC[C@H](NC(=O)[C@@H]1CCCN1C(=O)[C@H]1CCCN1C(=O)[C@H](Cc1ccccc1)NC(=O)[C@@H](Cc1c[nH]c2ccccc12)NC(=O)[C@H](C)NC(=O)[C@H](CCCN=C(N)N)NC(=O)OC(C)(C)C)C(N)=O	?
COc1cccc([C@@H]2Oc3ccc(OC)cc3C[C@H]2OC(=O)Nc2ccc(OC(F)F)cc2)c1	-6%
ClC1=C(Cl)C2(Cl)C3C4CC(C5OC45)C3C1(Cl)C2(Cl)Cl (stereo not drawn)	0%
CC[C@H](C)[C@H](NC(=O)[C@H](Cc1ccc(O)cc1)NC(=O)[C@@H](NC(=O)[C@@H](N)CCCN=C(N)N)C(C)C)C(=O)N[C@@H](Cc1cnc[nH]1)C(=O)N1CCC[C@H]1C(=O)N[C@@H](Cc1ccccc1)C(=O)O	3%
O=C(Nc1cccc(F)c1)N1CC2(CCN(C(=O)c3ccco3)CC2)C1	8%
COc1ncc2ncc(=O)n(C[C@H]3CCCO3)c2n1	-2%
CC(=O)OC[C@@H]1O[C@@H](O/N=C2/C[C@@H](O)[C@@H](O)[C@@H]3[C@@H]4C(=O)N(Cc5ccc6c(c5)OCO6)C(=O)[C@H]4CC[C@@H]23)[C@H](OC(C)=O)[C@H](OC(C)=O)[C@@H]1OC(C)=O	-1%[12.9 µM]
Cn1c(=O)c(-c2ccccc2)nc2cnc(Nc3ccccc3)nc21	3%
C=C1CC[C@H](O)C/C1=C/C=C1\CCC[C@]2(C)[C@H]1CC[C@H]2[C@@H](C)CCCC(C)C	-9%[21.7 µM]
CCCCCCC#CC1C=CC(OC(=O)OCC)C(COC(=O)OCC)O1 (stereo not drawn)	-5%[12.9 µM]
CCCCCCCC/C=C\CCCCCCCC(=O)OC[C@H](CO)OC(C)=O	3%
CCN1CCCC1Cn1c(-c2ccccc2)nc2c(NC3CCCCC3)nc(C)nc21 (stereo not drawn)	6%
COc1ccc(C(=O)Oc2ccc3c(-c4ccc(OC)cc4)cc(=O)oc3c2)cc1	1%
CCOC(=O)[C@]1(C(/C=C/c2ccco2)NC(=O)OC)CCCC1=O (stereo partly drawn)	0%[12.9 µM]
COc1cccc(Nc2ncc3nc(CCc4ccccc4)c(=O)n(CCC#N)c3n2)c1	0%
COc1ncc2nc(CCc3ccccc3)c(=O)n(C3CC3)c2n1	0%
COc1ccc(-c2ccc(-c3cc(=O)oc4cc(C)cc(C)c34)cc2)cc1	4%[89.2 µM]
COC(=O)N1C(c2ccccc2)=Cc2ccccc2C1C1(C(=O)OC)CCCC1=O (stereo not drawn)	2%
COc1ccc(C2/C=C\CN(S(=O)(=O)c3ccc(C)cc3)C(Cc3ccccc3)C(=O)N2Cc2ccc(F)cc2)cc1 (stereo not drawn)	-3%
COc1ccc(C2/C=C\CN(S(=O)(=O)c3ccc(C)cc3)C(C)C(=O)N2Cc2ccc(F)cc2)cc1 (stereo not drawn)	-1%
CCC(=O)CC	14µM*

Laid out differently: results already given
> COc1cccc(Nc2ncc3nc(CCc4ccccc4)c(=O)n(CCC#N)c3n2)c1
  Giardia FBPA inh: 0%

> CCC(=O)CC
  Giardia FBPA inh: 14µM*
